Growth percent in the NCI-60 one-dose screen (48 h, 10 µM unless noted): 100 = growth as untreated, 0 = no growth, -100 = all killed.
U251 – U251 CNS tumor cells | 80,000 tested, 5.4% active | AID 1794753
OVCAR-4 – OVCAR-4 ovarian cancer cells; 80,000 tested, 3.7% active
SF-268 – SF-268 CNS cancer cells | 82,000 tested, 3.1% active | AID 1794759
OVCAR-8 – OVCAR-8 ovarian cancer | AID 1794782 | 81,000 tested, 4.4% active
SK-OV-3 – SK-OV-3 ovarian cancer cells; 80,000 tested, 3.2% active
DU-145 – DU-145 prostate cancer; 81,000 tested, 4.2% active
PC-3 – PC-3 prostate cancer cells; 80,000 tested, 3.9% active
OVCAR-3 – OVCAR-3 ovarian cancer; 79,000 tested, 7% active
OVCAR-5 – OVCAR-5 ovarian cancer; 82,000 tested, 2.9% active
* hit, by the source's call. Rule for the calls: active = growth percent below 10; inactive = the rest.

A first look (5 entries):
Results for COc1cc(CNC(=O)[C@]23CCC(C)(C)CC2C2=CCC4[C@@]5(C)CCC(OC(C)=O)C(C)(C)C5CC[C@@]4(C)[C@]2(C)CC3)ccc1OCc1cn(-c2ccc(Cl)c(Cl)c2)nn1 (stereo not given in full) ?
U251: 98.8; OVCAR-4: 101.7; SF-268: 99.3; OVCAR-8: 98.3; SK-OV-3: 109.6; DU-145: 110.5; PC-3: 91.8; OVCAR-3: 103.3; OVCAR-5: 104.7

How did Nc1nc(N)c2c(n1)NC(c1ccc(Cl)cc1)CC(c1cccc(Nc3ccncc3)c1)=N2 (stereo not given) do in these assays?
U251: 34.6; OVCAR-4: 73.8; SF-268: 61.7; OVCAR-8: 39.0; SK-OV-3: 84.2; DU-145: 70.0; PC-3: 38.2; OVCAR-3: 82.3; OVCAR-5: 90.4

Results for CSc1nc(SCc2ccccc2)[nH]c(=O)n1 ?
U251: 99.4; SF-268: 112.7; OVCAR-8: 103.0; DU-145: 105.2; PC-3: 99.3; OVCAR-3: 108.4; OVCAR-5: 105.1

What do the screens show for `N#Cc1c2ccccc2nc2ccccc12`?
U251: 94.9; OVCAR-4: 83.2; SF-268: 105.2; OVCAR-8: 93.9; SK-OV-3: 116.2; DU-145: 112.4; PC-3: 91.0; OVCAR-3: 109.8

How did C=C(C)[C@@H]1CC[C@]2(C(=O)OC)CC[C@]3(C)[C@H](CC[C@@H]4[C@@]5(C)Cc6cc(C)oc6C(C)(C)[C@@H]5CC[C@]43C)[C@@H]12 do in these assays?
U251: 102.7; OVCAR-4: 102.1; SF-268: 112.4; OVCAR-8: 101.1; SK-OV-3: 102.1; DU-145: 100.1; PC-3: 106.1; OVCAR-3: 101.6; OVCAR-5: 115.4

The list itself (from the top)
Results for COc1cc(CNC(=O)[C@]23CCC(C)(C)CC2C2=CCC4[C@@]5(C)CCC(OC(C)=O)C(C)(C)C5CC[C@@]4(C)[C@]2(C)CC3)ccc1OCc1cn(-c2ccc(Cl)c(Cl)c2)nn1 (stereo not given in full) ?
U251: 98.8; OVCAR-4: 101.7; SF-268: 99.3; OVCAR-8: 98.3; SK-OV-3: 109.6; DU-145: 110.5; PC-3: 91.8; OVCAR-3: 103.3; OVCAR-5: 104.7

How did Nc1nc(N)c2c(n1)NC(c1ccc(Cl)cc1)CC(c1cccc(Nc3ccncc3)c1)=N2 (stereo not given) do in these assays?
U251: 34.6; OVCAR-4: 73.8; SF-268: 61.7; OVCAR-8: 39.0; SK-OV-3: 84.2; DU-145: 70.0; PC-3: 38.2; OVCAR-3: 82.3; OVCAR-5: 90.4

Results for CSc1nc(SCc2ccccc2)[nH]c(=O)n1 ?
U251: 99.4; SF-268: 112.7; OVCAR-8: 103.0; DU-145: 105.2; PC-3: 99.3; OVCAR-3: 108.4; OVCAR-5: 105.1

What do the screens show for `N#Cc1c2ccccc2nc2ccccc12`?
U251: 94.9; OVCAR-4: 83.2; SF-268: 105.2; OVCAR-8: 93.9; SK-OV-3: 116.2; DU-145: 112.4; PC-3: 91.0; OVCAR-3: 109.8

How did C=C(C)[C@@H]1CC[C@]2(C(=O)OC)CC[C@]3(C)[C@H](CC[C@@H]4[C@@]5(C)Cc6cc(C)oc6C(C)(C)[C@@H]5CC[C@]43C)[C@@H]12 do in these assays?
U251: 102.7; OVCAR-4: 102.1; SF-268: 112.4; OVCAR-8: 101.1; SK-OV-3: 102.1; DU-145: 100.1; PC-3: 106.1; OVCAR-3: 101.6; OVCAR-5: 115.4

How did CC(=O)C(=Cc1ccc(C=C(C(C)=O)C(C)=O)cc1)C(C)=O do in these assays?
U251: -23.7*; OVCAR-4: 30.4; SF-268: 19.7; OVCAR-8: 2.8*; SK-OV-3: 93.9; DU-145: 23.6; PC-3: 2.4*; OVCAR-3: -16.2*; OVCAR-5: 27.1

What do the screens show for `Cc1[nH]c2ccccc2c1C1Cc2ccccc2N1` (stereo not given)?
U251: 96.8; OVCAR-4: 101.8; SF-268: 92.4; OVCAR-8: 93.9; SK-OV-3: 88.6; DU-145: 103.9; PC-3: 88.3; OVCAR-3: 96.6; OVCAR-5: 100.6

Results for O=C(O)CCn1c(O)c(C=C2N=c3ccccc3=N2)sc1=S ?
U251: 102.0; OVCAR-4: 89.1; SF-268: 99.2; OVCAR-8: 98.7; SK-OV-3: 105.8; DU-145: 105.9; PC-3: 97.2; OVCAR-3: 112.0; OVCAR-5: 105.7

Results for NC(=O)CC(NC(=O)CCl)C(=O)O (stereo not given) ?
U251: 98.8; OVCAR-4: 97.3; SF-268: 106.7; OVCAR-8: 97.8; SK-OV-3: 111.7; DU-145: 112.1; PC-3: 95.8; OVCAR-3: 112.2; OVCAR-5: 93.9

How did COc1ccc(C(=O)N/N=C/c2cc(OC)c(O)c(OC)c2)cc1 do in these assays?
U251: 112.0; OVCAR-4: 105.6; SF-268: 103.5; OVCAR-8: 104.9; SK-OV-3: 112.2; DU-145: 111.3; PC-3: 98.1; OVCAR-3: 116.1; OVCAR-5: 104.8

Results for c1cnc2cc3oc4ccccc4c3nc2c1 ?
U251: 101.5; OVCAR-4: 116.4; SF-268: 103.2; OVCAR-8: 105.7; SK-OV-3: 113.1; DU-145: 115.0; PC-3: 108.2; OVCAR-3: 117.7; OVCAR-5: 108.0

What do the screens show for `CNC(=O)c1cc(-n2ccc3cc(NC(=O)Nc4ccc(N5CCN(C)CC5)c(C(F)(F)F)c4)ccc32)ccn1`?
U251: 46.6; OVCAR-4: 84.5; SF-268: 83.4; OVCAR-8: 97.7; SK-OV-3: 104.8; DU-145: 86.5; PC-3: 60.8; OVCAR-5: 90.0

Results for Cc1nc(Nc2ccc(OCCCBr)cc2)c2c(C)nn(-c3ccccc3)c2n1 ?
U251: 90.5; OVCAR-4: 99.5; SF-268: 93.8; OVCAR-8: 94.6; SK-OV-3: 96.0; DU-145: 109.4; OVCAR-3: 106.9; OVCAR-5: 91.4

How did COc1ccc2c(c1)CCCC21C(=O)Nc2ccc(F)cc21 (stereo not given) do in these assays?
U251: 100.2; OVCAR-4: 99.8; SF-268: 94.6; OVCAR-8: 99.0; SK-OV-3: 101.0; DU-145: 103.6; PC-3: 98.7; OVCAR-3: 94.1; OVCAR-5: 98.6

What do the screens show for `Cc1ccc(S(=O)(=O)OCC2OC(n3cnc4c(NC=O)ncnc43)C(OC=O)C2OC=O)cc1` (stereo not given)?
U251: 101.4; OVCAR-4: 114.8; SF-268: 92.2; OVCAR-8: 87.2; SK-OV-3: 104.8; DU-145: 105.7; PC-3: 92.6; OVCAR-3: 101.0; OVCAR-5: 104.7

What do the screens show for `CN1C(=O)NC(c2ccc(Cl)cc2)(c2ccc(Cl)cc2)C1=O`?
U251: 94.9; OVCAR-4: 96.4; SF-268: 101.6; OVCAR-8: 102.4; SK-OV-3: 115.3; DU-145: 102.3; PC-3: 84.6; OVCAR-3: 103.6; OVCAR-5: 112.3

Results for [2H]c1nc(=Nc2cc(NC(=O)C=C)c(N(C)CCN(C)C)cc2OC)[nH]c(-c2cn(C([2H])([2H])[2H])c3ccccc23)c1[2H] ?
U251: 40.9; OVCAR-4: 57.6; SF-268: 51.2; OVCAR-8: 53.3; SK-OV-3: 3.5*; DU-145: 45.0; PC-3: 50.2; OVCAR-3: 50.6; OVCAR-5: 54.2

How did O=C(O)Cc1ccc(O)c(O)c1 do in these assays?
U251: 109.3; OVCAR-4: 109.3; SF-268: 97.6; OVCAR-8: 103.8; SK-OV-3: 99.3; DU-145: 112.7; PC-3: 105.7; OVCAR-3: 107.9; OVCAR-5: 96.2

Results for Clc1ccc(CNc2ccccn2)cc1 ?
U251: 98.5; OVCAR-4: 108.7; SF-268: 105.1; OVCAR-8: 100.7; SK-OV-3: 106.8; DU-145: 115.7; PC-3: 96.6; OVCAR-3: 112.7; OVCAR-5: 121.0

Results for O=c1c2cc(F)ccc2sc2c(Nc3ccccn3)nc3ccccc3c12 ?
U251: 69.1; OVCAR-4: 42.8; SF-268: 81.9; OVCAR-8: 80.9; SK-OV-3: 81.1; DU-145: 97.5; PC-3: 77.9; OVCAR-3: 90.6; OVCAR-5: 97.5

How did O=C1CCC(=O)N1C(=O)c1ccc(Cl)cc1 do in these assays?
U251: 97.2; OVCAR-4: 102.9; SF-268: 95.6; OVCAR-8: 97.2; SK-OV-3: 105.9; DU-145: 105.7; PC-3: 99.5; OVCAR-3: 114.0; OVCAR-5: 105.4

How did Fc1ccc(C2=NCc3nccn3C(=C(Cl)Cl)N2)cc1 do in these assays?
U251: 100.5; OVCAR-4: 108.5; SF-268: 100.8; OVCAR-8: 100.4; DU-145: 106.4; PC-3: 93.7; OVCAR-3: 108.8; OVCAR-5: 101.8

How did COc1ccc(CNC2CCCCC2)cc1OC do in these assays?
U251: 97.2; OVCAR-4: 114.1; SF-268: 107.3; OVCAR-8: 101.5; SK-OV-3: 106.7; DU-145: 117.9; PC-3: 89.2; OVCAR-3: 106.8; OVCAR-5: 95.4

What do the screens show for `CCOC(=O)c1c(-c2ccccc2)csc1NC(=O)c1ccccc1`?
U251: 92.3; OVCAR-4: 80.8; SF-268: 107.2; OVCAR-8: 102.6; SK-OV-3: 91.7; DU-145: 108.9; PC-3: 73.0; OVCAR-3: 102.3; OVCAR-5: 95.1

How did O=c1[nH]c(=S)[nH]c2nc(/C=C/c3ccccc3)c(/C=C/c3ccccc3)nc12 do in these assays?
U251: 111.2; OVCAR-4: 108.8; SF-268: 98.4; OVCAR-8: 103.1; SK-OV-3: 107.3; DU-145: 102.1; PC-3: 96.0; OVCAR-3: 102.0; OVCAR-5: 105.6

What do the screens show for `CC(=O)OC1(C(C)=O)CCC2C3CCC4=C(C)C(=O)CCC4(C)C3CCC21C` (stereo not given)?
U251: 90.5; OVCAR-4: 88.2; SF-268: 97.4; OVCAR-8: 90.5; SK-OV-3: 95.9; DU-145: 107.2; PC-3: 81.4; OVCAR-3: 100.2; OVCAR-5: 111.2

How did O=C(Nc1ncc([N+](=O)[O-])s1)c1c(-c2ccccc2)noc1CO do in these assays?
U251: 87.8; OVCAR-4: 101.4; SF-268: 98.0; OVCAR-8: 98.9; SK-OV-3: 107.4; DU-145: 101.9; PC-3: 92.8; OVCAR-3: 103.9; OVCAR-5: 98.3

How did CCOC(=O)c1ccc(NC(=S)NC(=O)c2ccc(NC(=O)C(C)C)cc2)cc1 do in these assays?
U251: 86.7; OVCAR-4: 88.6; SF-268: 103.3; OVCAR-8: 86.7; SK-OV-3: 101.9; DU-145: 107.7; PC-3: 86.7; OVCAR-3: 94.1; OVCAR-5: 99.8

How did COc1ccccc1[C@H]1c2[nH]c3ccccc3c2C[C@H]2C(=O)N(CCCCCCC(=O)NO)CC(=O)N12 do in these assays?
U251: 46.6; OVCAR-4: 58.1; SF-268: 94.3; OVCAR-8: 36.9; SK-OV-3: 61.7; DU-145: 43.7; OVCAR-3: 48.2; OVCAR-5: 26.4

How did O=C(Sc1nnc(-c2sc3nnc(-c4ccccc4)c(-c4ccccc4)c3c2O)o1)c1ccccc1 do in these assays?
U251: 112.2; SF-268: 106.7; OVCAR-8: 100.4; SK-OV-3: 110.1; DU-145: 118.5; OVCAR-3: 112.5; OVCAR-5: 115.0

How did COCCNC(=O)c1cccc(NC(=O)c2ccco2)c1 do in these assays?
U251: 97.2; OVCAR-4: 101.5; SF-268: 95.5; OVCAR-8: 108.0; SK-OV-3: 117.0; DU-145: 106.6; PC-3: 109.2; OVCAR-3: 104.9; OVCAR-5: 108.7

How did CCCCNc1ccc(C#N)c(OCCN(CC)CC)c1 do in these assays?
U251: 102.7; OVCAR-4: 105.0; SF-268: 103.4; OVCAR-8: 100.5; SK-OV-3: 101.7; DU-145: 113.3; PC-3: 93.1; OVCAR-3: 108.8; OVCAR-5: 97.4

Results for CCOc1cc(/C=N/N2CCCCCC2)ccc1O ?
U251: 104.9; OVCAR-4: 94.6; SF-268: 99.1; OVCAR-8: 105.5; SK-OV-3: 105.5; DU-145: 120.7; PC-3: 90.9; OVCAR-3: 109.4; OVCAR-5: 107.5

What do the screens show for `Cc1nc(NCCCOC(C)C)c2cnn(-c3ccccc3)c2n1`?
U251: 86.3; OVCAR-4: 110.7; SF-268: 100.7; OVCAR-8: 99.6; SK-OV-3: 95.9; DU-145: 110.9; PC-3: 73.8; OVCAR-3: 107.2; OVCAR-5: 106.7

Results for COc1cc(OC)c2c(c1)O[C@@]1(OC)[C@H](c3ccccc3)C[C@@H](O)[C@@]21O ?
U251: 97.6; OVCAR-4: 110.4; SF-268: 96.0; OVCAR-8: 98.8; SK-OV-3: 100.5; DU-145: 110.5; PC-3: 93.4; OVCAR-3: 94.9; OVCAR-5: 100.0

What do the screens show for `C#C[C@]1(O)CC[C@H]2[C@@H]3CC=C4c5sc(Nc6cc(C)cc(C)c6)nc5CC[C@]4(C)[C@H]3CC[C@@]21C`?
U251: 9.0*; OVCAR-4: 47.7; SF-268: 22.3; OVCAR-8: 53.0; SK-OV-3: -38.7*; DU-145: 45.4; PC-3: -8.3*; OVCAR-3: 48.9; OVCAR-5: 54.5

Results for O=C(CSc1cc[n+](CCCO)c2ccccc12)n1ccc2ccccc21 ?
U251: 88.5; OVCAR-4: 91.3; SF-268: 108.5; OVCAR-8: 100.9; SK-OV-3: 89.7; DU-145: 105.8; PC-3: 87.2; OVCAR-3: 94.6; OVCAR-5: 102.7

What do the screens show for `CC(C)(C)n1cc(-c2ccnc(NCCCNS(=O)(=O)c3ccc(F)cc3)n2)c(-c2ccc(F)c(O)c2)n1`?
U251: 96.4; OVCAR-4: 85.9; SF-268: 91.0; OVCAR-8: 95.5; SK-OV-3: 120.6; DU-145: 91.8; PC-3: 69.2; OVCAR-3: 102.4; OVCAR-5: 104.7

How did O=C(N/N=C/c1ccc(Br)cc1)c1ccc(Cc2n[nH]c(=O)c3cccnc23)cc1 do in these assays?
U251: 99.8; OVCAR-4: 115.6; SF-268: 105.0; OVCAR-8: 100.7; SK-OV-3: 100.2; DU-145: 112.8; PC-3: 95.2; OVCAR-3: 108.2; OVCAR-5: 99.8

Screening results (PubChem BioAssay)

Not a hit list; overall some 9.5% were active at least once.
